PDI turbidity: inhibitors of human PDI, primary screen, biochemical, turbidity, single point, plate reader | Protein disulfide-isomerase (Homo sapiens), P07237 | PDI insulin aggregation turbidity, A650, 90 min | inhibition, % at 10 µM | 0.052% of 350,000 active;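 active = mean inhibition across replicates of 30% or more, whatever share of single replicates reach that level; inconclusive = mean inhibition below 30% while every single replicate reaches 30%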;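 note: absorbance from insulin aggregation driven by PDI reduction with DTT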
Target sequence (P07237 whole entry, looked up): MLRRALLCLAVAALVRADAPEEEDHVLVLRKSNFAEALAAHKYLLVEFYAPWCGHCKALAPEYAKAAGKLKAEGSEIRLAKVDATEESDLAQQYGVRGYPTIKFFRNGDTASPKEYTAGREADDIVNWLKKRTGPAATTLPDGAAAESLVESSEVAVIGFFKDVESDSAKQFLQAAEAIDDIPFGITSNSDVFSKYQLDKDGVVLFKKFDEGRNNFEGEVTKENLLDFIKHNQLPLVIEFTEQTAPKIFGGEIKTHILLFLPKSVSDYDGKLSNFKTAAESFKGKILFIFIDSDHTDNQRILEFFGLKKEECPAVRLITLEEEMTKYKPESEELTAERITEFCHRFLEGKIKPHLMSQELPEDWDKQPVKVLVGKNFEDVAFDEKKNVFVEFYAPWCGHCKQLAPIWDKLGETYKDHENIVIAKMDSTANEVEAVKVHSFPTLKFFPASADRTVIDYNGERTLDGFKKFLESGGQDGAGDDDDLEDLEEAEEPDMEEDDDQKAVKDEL
aDG glyco act: activators of alpha-DG glycosylation, primary screen, uHTS, Pro5-aDG cells, AlphaScreen. alpha-DG glycosylation AlphaScreen (IIH6); 0% Pro5, 100% B10-LARGE cell signal. activation, % at 10 µM. 0.22% of 360,000 active;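 active = activation of at least 8% versus controls, or a plate z-score of at least 8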;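 note: Pro5 are CHO cells carrying HIG-tagged alpha-DG that lacks glycosylation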
H9c2 protect: cardioprotection against H2O2-induced cell death, primary screen, uHTS, H9c2 cells, ATPLite luminescence; H9c2 cardiomyocytes, H2O2 injury protection, 2 h; protection from H2O2 cell death, % at 20 µM; 0.63% of 360,000 active; AID 588492, 2011;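 active = compounds giving at least 50% protection of heart cells from peroxide-induced death in the single-dose screen, raw or plate-pattern-corrected value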;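 note: 0% = DMSO wells with peroxide and 100% = DMSO wells without peroxide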
Granule exo inh: LAMP-1 surface exposure blockers, TALL-104 cells – cell-based, flow cytometry, MLPCN library, primary screen | TALL-104 LAMP-1 surface exposure; cells stimulated with thapsigargin and PMA | inhibition, % at 10 µM | 0.66% of 360,000 active | AID 651702, 2012;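 active = inhibition above about 55%, limit read from the data; inconclusive = no clear call, values can overlap the other calls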
HTR2A ag: mouse Htr2a agonists via beta-arrestin recruitment, primary screen, cell-based, luminescence | AID 624169, 2012 | activation, % at 7.6 µM | 0.66% of 360,000 active | CHO-K1 mHTR2A beta-arrestin complementation; percent of 30 µM serotonin response;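 active = activation above a run cutoff, the mean activation of all tested compounds plus 3 SD, cut at about 14% in these data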;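 note: 0% = plate median of compound wells and 100% = 30 µM serotonin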
Target sequence (P35363 whole entry, looked up): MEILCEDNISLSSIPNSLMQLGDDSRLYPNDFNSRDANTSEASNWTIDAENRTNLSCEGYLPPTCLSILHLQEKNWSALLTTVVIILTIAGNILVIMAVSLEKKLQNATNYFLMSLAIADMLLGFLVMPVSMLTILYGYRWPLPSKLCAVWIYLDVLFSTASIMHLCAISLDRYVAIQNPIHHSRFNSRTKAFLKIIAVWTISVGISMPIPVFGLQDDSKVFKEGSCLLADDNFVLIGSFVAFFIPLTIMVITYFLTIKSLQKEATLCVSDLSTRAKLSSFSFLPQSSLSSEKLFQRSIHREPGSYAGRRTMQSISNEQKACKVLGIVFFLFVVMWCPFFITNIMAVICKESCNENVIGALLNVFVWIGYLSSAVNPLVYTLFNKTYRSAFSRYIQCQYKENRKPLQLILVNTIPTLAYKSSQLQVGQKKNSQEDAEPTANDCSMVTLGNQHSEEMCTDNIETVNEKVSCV
Glyco luc inh: increase of ERlucT glycosylation luciferase signal, primary screen, N-linked glycosylation inhibitor project, D54 ERlucT cells, luminescence, set 2; D54 ERlucT glycosylation luciferase reporter, 24 h; percent of 100 nM tunicamycin response; reporter increase, % at 12.5 µM; 0.23% of 360,000 active;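 active = mean luciferase reporter signal, scaled so untreated is 0 and the glycosylation-blocking control 100, at or above a set limit in every replicate; inconclusive = mean reaches the limit but not every replicate does; inactive = mean below the limit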;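 note: luciferase carries N-glycosylation sites so blocking glycosylation raises the light; 0% = median of neutral control wells and 100% = median of 100 nM tunicamycin wells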
hiPSC survival: enhancers of single-cell hiPSC survival, primary screen, ATPlite luminescence | 100% = ROCK inhibitor wells, 0% = DMSO | survival enhancement, % at 20 µM | 0.044% of 360,000 active | AID 602274, 2012; in the data active = survival enhancement above about 18%;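 note: cells exposed to compounds for 16 hours before the ATP read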
Vif imaging: HIV Vif self-association inhibitors, primary screen, imaging, HEK293T, single point. HEK293T cells, Vif self-association by quenched fluorescence, 24 h. inhibition, % at 7.49 µM. 0.35% of 340,000 active; in the data active = inhibition above about 50%, passing the limit was not always enough; inconclusive = no clear call, values can overlap the other calls; inactive = below about 31%; note: some results filed as inactive read as strong as hits
ABCB6 inh 2: ABCB6 transporter inhibitors, primary screen, K562-ABCB6 cells, flow cytometry, MLPCN library; ATP-binding cassette sub-family B member 6 (Homo sapiens), Q9NP58; K562-ABCB6 porphyrin accumulation, 1 h; stronger effect = lower value; fluorescence ratio to DMSO, % at 10 µM; 0.19% of 360,000 active; AID 602162, 2011;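 active = fluorescence ratio to DMSO below 75%, the collection mean minus 3 SD; inconclusive = too few cells collected in the well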;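 note: signal is porphyrin accumulated inside mitochondria; 100% equals median channel fluorescence of DMSO control wells; lower ratio means ABCB6 inhibition with less porphyrin fluorescence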
CaV13 FRET inh: Disruptors of the CACNA1D IQ motif to Ca2+-dependent inactivation inhibitor domain association, primary screening, Förster resonance energy transfer in intact living …; HEK cells, CFP/YFP FRET ICDI-IQ, plate reader, 10 min; percent FRET-ratio fall versus neutral wells; inhibition, % at 12.3 µM; 0.098% of 340,000 active; AID 743397;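 active = mean replicate inhibition of at least 30% and at least 1% of replicates passing that level; inconclusive = only one of the two criteria is met; inactive = neither criterion is met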;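 note: 0% = median of the neutral control wells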
An asterisk follows results filed as active.

`CCOC(=O)NC(=O)CSc1cc(C)c2cc(C)cc(C)c2n1` gave PDI turbidity 4, aDG glyco act 0.0, H9c2 protect -6, Granule exo inh -1, HTR2A ag -2, Glyco luc inh 0, hiPSC survival 1.9, Vif imaging 19, ABCB6 inh 2 90 and CaV13 FRET inh -5.
CCc1ccc(C(=O)NNC(=O)CCC2CCCCC2)cc1 was read as PDI turbidity -8, aDG glyco act -0.2, H9c2 protect -5, Granule exo inh 7, HTR2A ag 7, Glyco luc inh 4, hiPSC survival 1.2, Vif imaging inconclusive, ABCB6 inh 2 85 and CaV13 FRET inh -3.
Screening Clc1ccc2c(N/N=C/c3cccc(Br)c3)ccnc2c1 returned PDI turbidity 5, aDG glyco act 0.5, H9c2 protect -19, Granule exo inh 74*, HTR2A ag -7, Glyco luc inh -7, hiPSC survival -1.0, Vif imaging -5, ABCB6 inh 2 95 and CaV13 FRET inh -18.
Cc1ccc(C)c(S(=O)(=O)N2CCCOC2CNC(=O)C(=O)NCCCN2CCOCC2)c1 (configuration not stated) was read as PDI turbidity -2, aDG glyco act -0.2, H9c2 protect -4, Granule exo inh 3, HTR2A ag 7, Glyco luc inh -2, hiPSC survival 0.5, Vif imaging 4, ABCB6 inh 2 103 and CaV13 FRET inh -9.
For Cc1nnc(NC(=O)CS(=O)(=O)Cc2ccccc2)s1 the results were PDI turbidity 4, aDG glyco act 0.3, H9c2 protect -14, Granule exo inh -4, HTR2A ag -7, Glyco luc inh 2, hiPSC survival -0.5, Vif imaging -6, ABCB6 inh 2 106 and CaV13 FRET inh -3.
For Cc1cc(C)n2cc(CSCc3ccccc3)nc2n1 the results were PDI turbidity 11, aDG glyco act -0.2, H9c2 protect 5, Granule exo inh -4, HTR2A ag -2, Glyco luc inh 0, hiPSC survival 1.5, Vif imaging -44, ABCB6 inh 2 95 and CaV13 FRET inh -5.
O=C(NCCCCc1ccccc1)C1CCCC1 was read as PDI turbidity -2, aDG glyco act 0.1, H9c2 protect -6, Granule exo inh 13, HTR2A ag -3, Glyco luc inh -2, hiPSC survival -0.3, Vif imaging 8, ABCB6 inh 2 100 and CaV13 FRET inh 0.
For Cc1ccccc1OCC(=O)Nc1ccc2c(c1)OCO2 the results were PDI turbidity 3, aDG glyco act -0.1, H9c2 protect -8, Granule exo inh -2, HTR2A ag 1, Glyco luc inh 0, hiPSC survival -1.7, Vif imaging -1, ABCB6 inh 2 100 and CaV13 FRET inh -10.
For N#Cc1ccccc1OCC(=O)NC(=O)NCc1ccccc1 the results were PDI turbidity -1, aDG glyco act -0.2, H9c2 protect -3, Granule exo inh 0, HTR2A ag -5, Glyco luc inh 2, hiPSC survival -0.9, Vif imaging -4, ABCB6 inh 2 97 and CaV13 FRET inh -6.
Screening N#CC1=C(N)N(c2ccccc2)C2=C(C(=O)CCC2)C1c1ccsc1 (configuration not stated) returned PDI turbidity 2, aDG glyco act 0.0, H9c2 protect 17, Granule exo inh 4, HTR2A ag -4, Glyco luc inh 0, hiPSC survival -0.8, Vif imaging 8, ABCB6 inh 2 101 and CaV13 FRET inh -5.
`Cc1nnc(-c2cnn(-c3ccccc3)c2N)n1Cc1ccc(F)cc1` gave PDI turbidity -8, aDG glyco act 0.2, H9c2 protect 1, Granule exo inh 2, HTR2A ag -1, Glyco luc inh 0, hiPSC survival 3.2, Vif imaging -1 and ABCB6 inh 2 95.
`CCC(NC(=O)c1ccccc1NC(=O)c1ccco1)C(=O)NNC(=O)c1ccc(OC)cc1` (configuration not stated) gave PDI turbidity -5, aDG glyco act 0.1, H9c2 protect 2, Granule exo inh -1, HTR2A ag 2, Glyco luc inh 3, hiPSC survival 4.2, Vif imaging -2, ABCB6 inh 2 103 and CaV13 FRET inh -13.
For Cc1nc2sc(-c3ccccc3)nn2c(=O)c1Br the results were PDI turbidity -2, aDG glyco act 0.3, H9c2 protect 2, Granule exo inh 2, HTR2A ag 3, Glyco luc inh -6, hiPSC survival -0.2, Vif imaging -6, ABCB6 inh 2 99 and CaV13 FRET inh -2.
O=S(=O)(c1ccc(Oc2ccc(S(=O)(=O)N3CCOCC3)cc2)cc1)N1CCOCC1 was read as PDI turbidity 1, aDG glyco act -0.1, H9c2 protect -13, Granule exo inh -3, HTR2A ag 1, Glyco luc inh -1, hiPSC survival 0.1, ABCB6 inh 2 186 and CaV13 FRET inh 1.
COc1ccccc1-c1nnc2sc(-c3cnccn3)nn12 was read as PDI turbidity 4, aDG glyco act -0.3, H9c2 protect 11, Granule exo inh -3, HTR2A ag -5, Glyco luc inh 2, hiPSC survival -1.2, Vif imaging -2, ABCB6 inh 2 103 and CaV13 FRET inh -7.
For CC1CCN(C(=O)c2ccccc2NC(=O)Cc2ccccc2)CC1 the results were PDI turbidity -1, aDG glyco act 0.3, H9c2 protect 3, Granule exo inh -6, HTR2A ag 6, hiPSC survival 1.4, ABCB6 inh 2 93 and CaV13 FRET inh -5.
Screening CCC(=O)Nc1nnc(SCC(=O)Nc2cccc(Cl)c2)s1 returned PDI turbidity 2, aDG glyco act 0.2, H9c2 protect -3, Granule exo inh 5, HTR2A ag 0, Glyco luc inh 1, hiPSC survival -0.1, ABCB6 inh 2 93 and CaV13 FRET inh -6.
For CCOC(=O)c1c(NC(=O)CSC2=NN3CCCC(=O)N=C3S2)sc2c1CCCCC2 the results were aDG glyco act -0.5, H9c2 protect -17, Granule exo inh 11, HTR2A ag -3, Glyco luc inh -3, hiPSC survival -4.0, Vif imaging -8, ABCB6 inh 2 97 and CaV13 FRET inh -5.
Screening C=CCNC(=O)c1cc(-c2ccc(Br)cc2)on1 returned PDI turbidity -2, aDG glyco act 0.1, H9c2 protect -3, Granule exo inh -1, HTR2A ag 3, Glyco luc inh -5, hiPSC survival 0.7, Vif imaging -3 and ABCB6 inh 2 103.
CCOC1=C2CN(S(=O)(=O)c3ccc(C)cc3)[C@H](c3ccccc3)C[C@@H]2N(S(=O)(=O)c2ccc(C)cc2)[C@H](c2cccs2)C1 was read as aDG glyco act -0.1, H9c2 protect -2, Granule exo inh 3, HTR2A ag 2, Glyco luc inh -7, hiPSC survival 4.8, Vif imaging 8, ABCB6 inh 2 96 and CaV13 FRET inh -4.
For NC(=O)c1ccccc1NC(=O)COC(=O)CSCc1cccc(Cl)c1 the results were PDI turbidity -2, aDG glyco act 0.0, H9c2 protect 0, Granule exo inh 4, HTR2A ag 6, Glyco luc inh 2, hiPSC survival 1.2, Vif imaging 26, ABCB6 inh 2 97 and CaV13 FRET inh -5.
COc1ccc(CCNC(=O)C(CC(C)C)NC(N)=O)cc1 (configuration not stated) was read as PDI turbidity 0, aDG glyco act -0.1, H9c2 protect 1, Granule exo inh 7, HTR2A ag 4, Glyco luc inh 0, hiPSC survival -1.0, Vif imaging -3, ABCB6 inh 2 95 and CaV13 FRET inh -4.
Screening COC(=O)CSC1=C(C#N)C(c2ccc(F)cc2)CC(=O)N1 (configuration not stated) returned PDI turbidity 1, aDG glyco act -0.2, H9c2 protect -9, Granule exo inh 3, HTR2A ag -2, Glyco luc inh 0, hiPSC survival -0.4, Vif imaging -7, ABCB6 inh 2 105 and CaV13 FRET inh -6.
COc1ccc2oc(C(=O)Nc3nnc(C)s3)c(C)c2c1 was read as PDI turbidity 0, aDG glyco act 0.0, H9c2 protect -20, Granule exo inh -2, HTR2A ag -1, Glyco luc inh -8, hiPSC survival -0.5, Vif imaging -1, ABCB6 inh 2 100 and CaV13 FRET inh -15.
For CCc1cccc(NC(=O)Cn2c(=O)c3cccn3c3ccccc32)c1 the results were PDI turbidity 16, aDG glyco act 0.0, H9c2 protect -4, Granule exo inh -1, HTR2A ag 3, Glyco luc inh 4, hiPSC survival -0.6, Vif imaging 8, ABCB6 inh 2 95 and CaV13 FRET inh -3.
For Cc1ccccc1-c1cc(=O)c2c(O)cccc2o1 the results were PDI turbidity 6, aDG glyco act -0.2, H9c2 protect -3, Granule exo inh 1, HTR2A ag 2, Glyco luc inh 1, hiPSC survival 3.6, Vif imaging 1, ABCB6 inh 2 97 and CaV13 FRET inh -11.
`Cn1c(SCC(=O)Nc2sccc2C(N)=O)nc2ccccc2c1=O` gave PDI turbidity 3, aDG glyco act 0.4, H9c2 protect -7, Granule exo inh -5, HTR2A ag 3, Glyco luc inh 3, hiPSC survival 0.7, Vif imaging -32, ABCB6 inh 2 98 and CaV13 FRET inh -6.
CCOC(=O)C1CCN(Cc2nnc(-c3ccccc3C)o2)CC1 was read as PDI turbidity 4, aDG glyco act 0.5, H9c2 protect -5, Granule exo inh -1, HTR2A ag -2, Glyco luc inh 3, hiPSC survival -0.3, ABCB6 inh 2 96 and CaV13 FRET inh -18.
Screening NS(=O)(=O)c1cccc(NC(=O)COC(=O)c2cc(-c3ccc(Cl)cc3)nc3ccccc23)c1 returned PDI turbidity 6, aDG glyco act 0.1, H9c2 protect 7, Granule exo inh 34, HTR2A ag 0, Glyco luc inh -1, hiPSC survival 1.8, Vif imaging 2, ABCB6 inh 2 103 and CaV13 FRET inh 4.
`O=S(=O)(Nc1ccc(-n2cnnn2)cc1)c1ccc(Cl)s1` gave PDI turbidity -6, aDG glyco act 0.0, H9c2 protect -1, Granule exo inh 0, HTR2A ag -2, Glyco luc inh 13, hiPSC survival -0.3, Vif imaging 8, ABCB6 inh 2 96 and CaV13 FRET inh -6.
CCCCC(CCC(=O)Nc1ccc(C(=O)OC)cc1)C(=O)O (configuration not stated) was read as PDI turbidity 0, aDG glyco act -0.1, H9c2 protect -3, Granule exo inh 2, HTR2A ag 0, Glyco luc inh 3, hiPSC survival -1.8, Vif imaging 24, ABCB6 inh 2 101 and CaV13 FRET inh 1.
For Cc1ccc(NC(=O)C(C)N2CCN(C)CC2)cc1S(=O)(=O)N1CCOCC1 (configuration not stated) the results were PDI turbidity 2, aDG glyco act -0.1, H9c2 protect -2, Granule exo inh 4, HTR2A ag 1, Glyco luc inh 2, hiPSC survival 0.8, Vif imaging 16, ABCB6 inh 2 91 and CaV13 FRET inh -2.
For O=C(NCCCN1CCCC1)c1[nH]c(C(F)(F)F)nc1-c1ccccc1 the results were aDG glyco act -0.1, H9c2 protect 4, Granule exo inh 2, HTR2A ag 2, Glyco luc inh 1, hiPSC survival 2.2, ABCB6 inh 2 100 and CaV13 FRET inh -8.

This is a random part of the collection; 3.1% or so of the library scored in one or more.
